RBX1-CUL1 inh: inhibitors of human ROC1-CUL1 ubiquitin ligase activity; P62877+Q13616; in vitro K48 di-Ub FRET, acceptor:donor ratio, 45 min; inhibition, % at 10 µM; 140,000 compounds, 0.6% hits; AID 1347404; in the data active means inhibition above about 25%
Target sequence (P62877 whole entry, looked up): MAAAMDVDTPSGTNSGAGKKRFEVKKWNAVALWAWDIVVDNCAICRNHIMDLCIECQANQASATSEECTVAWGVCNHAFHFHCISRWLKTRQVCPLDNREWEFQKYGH
Target sequence (Q13616 whole entry, looked up): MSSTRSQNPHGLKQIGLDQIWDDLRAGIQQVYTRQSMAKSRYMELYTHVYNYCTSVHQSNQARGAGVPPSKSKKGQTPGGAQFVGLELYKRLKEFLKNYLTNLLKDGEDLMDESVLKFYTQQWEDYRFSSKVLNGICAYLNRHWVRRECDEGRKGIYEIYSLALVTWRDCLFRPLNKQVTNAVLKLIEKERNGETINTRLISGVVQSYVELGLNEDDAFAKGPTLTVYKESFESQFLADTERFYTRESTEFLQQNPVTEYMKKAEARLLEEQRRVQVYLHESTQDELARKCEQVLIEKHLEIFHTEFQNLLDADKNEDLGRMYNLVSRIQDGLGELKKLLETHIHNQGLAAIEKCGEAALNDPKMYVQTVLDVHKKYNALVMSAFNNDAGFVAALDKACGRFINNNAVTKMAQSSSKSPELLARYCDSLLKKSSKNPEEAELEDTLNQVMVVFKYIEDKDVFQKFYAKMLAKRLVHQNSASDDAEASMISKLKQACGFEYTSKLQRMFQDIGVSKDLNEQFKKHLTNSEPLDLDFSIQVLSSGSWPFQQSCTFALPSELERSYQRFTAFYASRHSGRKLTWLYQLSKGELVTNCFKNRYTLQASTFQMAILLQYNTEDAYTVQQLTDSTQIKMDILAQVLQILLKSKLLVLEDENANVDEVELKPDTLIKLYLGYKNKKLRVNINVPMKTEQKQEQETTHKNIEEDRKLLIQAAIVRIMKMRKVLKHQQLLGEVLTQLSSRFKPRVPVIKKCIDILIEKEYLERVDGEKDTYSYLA
An asterisk follows results filed as active.

Structure | RBX1-CUL1 inh
O=C(Nc1ccc(Br)cc1)C(Cc1ccccc1)NS(=O)(=O)c1cccc2nsnc12 (configuration not stated) | -6
CCC1CCCCN1C(=O)C1C=Nc2ccc(S(=O)(=O)Nc3cccc(OC)c3)cc2C1=O (configuration not stated) | -2
CCc1ccc(-n2c(SCC(=O)Nc3cccc(C)c3C)nc3sc4c(c3c2=O)CCCC4)cc1 | -7
Cc1ccccc1C(OCCN(C)C)C1CCCCC1 (configuration not stated) | 2
CCOc1cc(C2C(C(C)=O)=C(C)OC(=N)C2C#N)c(Br)c(Br)c1OC(C)C (configuration not stated) | -4
O=C(c1cc2n(n1)C(C(F)(F)F)CC(c1ccc(Cl)cc1)N2)N1CCN(c2ccccc2)CC1 (configuration not stated) | -4
CC1(C)CC(=O)C2C(=NC3=C(C(=O)CC(C)(C)C3)C2c2cc(Cl)ccc2OCC(=O)O)C1 (configuration not stated) | -6
COc1ccc(OC)c(NC(=O)CN(c2ccccc2OC)S(=O)(=O)c2ccc(C)cc2)c1 | 8
O=C(O)c1ccc(CN2C(=O)/C(=C/c3cccc(F)c3)SC2=Nc2ccccc2)cc1 | 0
COc1ccccc1Nc1nn2c(=O)c3ccc(C(=O)NCCCOC(C)C)cc3nc2s1 | -6

Reprinted from the part before: 3 compounds, followed by the next part.
Structure | RBX1-CUL1 inh
COc1ccc(OC)c(NC(=O)CN(c2ccccc2OC)S(=O)(=O)c2ccc(C)cc2)c1 | 8
O=C(O)c1ccc(CN2C(=O)/C(=C/c3cccc(F)c3)SC2=Nc2ccccc2)cc1 | 0
COc1ccccc1Nc1nn2c(=O)c3ccc(C(=O)NCCCOC(C)C)cc3nc2s1 | -6
O=C1Nc2ccccc2/C1=N\N1CCN(c2ccccc2)CC1 | -10
O=C(Nc1ccc(-c2cccc(F)c2)cc1)C1CCCN(C(=O)C2CC2)C1 (configuration not stated) | 9
O=C(Nc1ccc(Br)cc1)c1ccc(S(=O)(=O)N2CCOCC2)cc1 | 1
CN(C)Cc1cc(F)ccc1SCc1ccc(F)cc1 | 10
CCCc1cc(=O)[nH]c(Nc2cc(C)ccc2OC)n1 | -8
CCCCS(=O)(=O)N1CCC(C(=O)Nc2ccccc2C)CC1 | 10
Nc1ncc(CN2CCC(N3CCC(C(=O)NCC4CCCO4)CC3)CC2)cn1 (configuration not stated) | -3
Cc1ccc(NC(=O)CCn2cccn2)cc1Cl | 2
CN1C(C(=O)Nc2ccc(OC(F)(F)F)cc2)=CC(c2ccc3c(c2)OCO3)=NS1(=O)=O | -2
COc1cccc(-c2cc(C(=O)NCc3ccccc3)no2)c1 | 2
CCOc1cc(OCC)cc(C(=O)NC(=S)Nc2cc(NC(=O)CC)ccc2Cl)c1 | -7
Cc1ccc(N2CC(C(=O)NCC(C)C)CC2=O)c(C)c1 (configuration not stated) | 1
O=C(NCc1cccc(F)c1)C1=Cc2cc(Br)ccc2OC1 | 0
CC(C)OCCCNC(=O)Cn1ccc2cc(S(=O)(=O)N3CCCCCC3)ccc21 | -7
O=C(NCc1cccc(CNC(=O)c2ccc([N+](=O)[O-])c(Cl)c2)c1)c1ccc([N+](=O)[O-])c(Cl)c1 | 12
CC1CN(Cc2ccccc2O)Cc2cc(Cl)ccc2O1 (configuration not stated) | 2
CCOc1ccc(S(=O)(=O)N(CC)CC)cn1 | 7
CCN(CC)c1ccc(/C=C2/SC(=S)NC2=O)cc1 | 15
C=CCn1nnc(NC(=O)c2ccccc2Cl)n1 | 3
CC(C)C=Nc1ccccc1C(=O)Nc1nccs1 | -4
COC(=O)c1ccc(NC(=O)c2nc(-c3ccc(Cl)cc3)n3c2CCCCC3)cc1 | -9
Cc1cc(Cl)ccc1NS(=O)(=O)c1c(C(=O)N2CCCCCC2)c(C)n(C)c1C | 3
CCOC(=O)c1cnn(-c2nnc(C)c3c(C)n(-c4cccc(OC)c4)nc23)c1N | 3
CC1(O)N(c2ccc(Cl)cc2)C(=O)OC12CCCCC2 (configuration not stated) | 13
Cc1nc(Cc2nc(-c3c(C)ncc4c3CCNC4)no2)c(C)s1 | -19
O=C(c1cccnc1)N1CCC(Oc2ccc(C(=O)N3CCCC(O)C3)cc2)CC1 (configuration not stated) | -2
COc1ccc(CNC(=O)c2cc3cc(OC)ccc3oc2=O)cc1 | 6
CC(=O)NC(NCCc1ccccc1)C(Cl)(Cl)Cl (configuration not stated) | -4
CCOC(=O)C1=C(CSc2ccc(C)cc2)OC(=N)C(C#N)C1c1cccnc1 (configuration not stated) | 2
CC(C)(CC(=O)Nc1scc(-c2ccccc2)c1C(=O)O)CC(=O)Nc1scc(-c2ccccc2)c1C(=O)O | -10
Cc1cccc(N2C(=O)SC(Nc3ccccc3C)C2=O)c1 (configuration not stated) | 6
O=C(Nc1ccc(Cl)cc1)C(NS(=O)(=O)c1cccs1)c1ccccc1 (configuration not stated) | 1
Cc1ccc(N2CCCn3c2nc2c3c(=O)n(C)c(=O)n2C)cc1C | -6
COC(=O)c1sc(N2C(=O)c3oc4cc(C)c(C)cc4c(=O)c3C2c2ccccc2F)nc1C (configuration not stated) | 8
Cc1coc(-c2cc(C(=O)OCC(=O)c3ccc(Br)cc3)c3cccc(Cl)c3n2)c1 | -4
Oc1ccc(Br)c(C(Nc2ccccn2)c2ccc3cccnc3c2O)c1 (configuration not stated) | -3
CC(=O)Nc1cccc(NC(=O)Cc2csc(COc3cccc(C)c3)n2)c1 | 1
O=c1ccc2cc(S(=O)(=O)NCc3ccc(Cl)cc3)ccc2[nH]1 | 1
Clc1ccc(-c2ncc(-c3ccc(Br)s3)s2)cc1 | 13
CCc1ccccc1NC(=O)C1CCCN(c2ncnc3onc(C)c23)C1 (configuration not stated) | 0
O=S(=O)(Cc1ccc(Cl)c(Cl)c1)NC1CC1 | 14
O=C(Nc1ccccc1[N+](=O)[O-])C1CC1(c1ccccc1)c1ccccc1 (configuration not stated) | -10
O=C(c1cc(Oc2ccc(-c3cnc4ccccc4n3)cc2)nc2ccccc12)N1CCCCC1 | 4
Cc1cc(Cl)c(S(=O)(=O)N2CCN(c3ccccn3)CC2)cc1OCC(N)=O | 4
O=C(COc1ccccc1)OCc1cc(=O)n2nc(C3CC3)sc2n1 | -8
CCCN(Cc1nc(-c2ccccc2)no1)CC1CC1 | 2
FC(F)(F)c1cc(-c2ccncc2)nc2cc(-c3ccccc3)nn12 | 9
COc1ccc(-c2ccc3c(N)c(C(=O)Nc4cc(Cl)ccc4C)sc3n2)cc1 | -2
N#Cc1cc(Oc2ccc(Br)cc2)c(N2CCCCCC2)cc1C#N | 4
O=S(=O)(c1ccccc1F)N1CCCC(Cn2cc(CO)nn2)C1 (configuration not stated) | 0

(continued)
Structure | RBX1-CUL1 inh
CNS(=O)(=O)c1ccc(NC(=O)c2ccccn2)cc1 | -11
COc1cccc(C2C(C(=O)Nc3ccc(Cl)cc3)C(C)=Nc3nc4ccccc4n32)c1 (configuration not stated) | 4
CC1=C(C(=O)N2CCC3(CCCN(Cc4cccc(C)c4)C3=O)C2)OCCO1 (configuration not stated) | -1
CC(C)c1ccc(OCC(=O)NC(Cc2c[nH]c3ccccc23)C(=O)O)cc1 (configuration not stated) | 18
Cc1ccc(C(=O)C2C(=N)N(c3ccccc3C(F)(F)F)C3=C(C(=O)CCC3)C2c2ccc3c(c2)OCO3)cc1 (configuration not stated) | 4
Cc1ccc(OCC(=O)Nc2cccc(C(F)(F)F)c2)cc1C | 8
CCOC(=O)C(NC(=O)CC)(Nc1ccc(S(=O)(=O)Nc2ncccn2)cc1)C(F)(F)F (configuration not stated) | 2
Cc1c(NC(=O)C(C)Oc2ccc(Cl)cc2Cl)cccc1[N+](=O)[O-] (configuration not stated) | 15
COc1ccc(C2CC(=O)Nc3c2c(C)nn3-c2nncc(-c3ccccc3)n2)c(OC)c1OC (configuration not stated) | -5
CCN1C(C(=O)c2ccccc2)=C(OC(=O)C(C)C)c2ccccc2S1(=O)=O | 0
CN(C)CCNC(=O)c1ccc2c(c1)N(Cc1ccccc1)C(=O)c1ccccc1S2(=O)=O | -8
c1ccc(Cc2nnc3sc(C4CCCCC4)nn23)cc1 | 1
Cc1ccc2nc(NC(=O)c3nc(SCc4ccccc4F)ncc3Cl)sc2c1 | 2
Nc1c(C(=O)OCc2ccccc2)sc2nc(-c3cccnc3)ccc12 | 5
COc1ccccc1Cn1cc(C(=O)c2ccc(C)cc2)c(=O)c2cc3c(cc21)OCCO3 | -3
CCOc1ccc(Nc2c(S(=O)(=O)c3ccccc3)cnc3ccc(CC)cc23)cc1 | -2
CCOC(=O)C1C(=N)N(c2ccccc2C(F)(F)F)C2=C(C(=O)CC(C)(C)C2)C1c1ccc(O)c(OC)c1 (configuration not stated) | 7
CCOc1ccccc1CNC(=O)c1ccc(Cn2c(=O)c3cccn3c3cccnc32)cc1 | -15
COc1ccc(CCNC(=O)CSc2nc3ccccc3nc2Cc2ccc(C)cc2)cc1OC | 8
CC(C)NC(=O)CSc1nc2ccccc2c(=O)n1Cc1ccc(C(=O)NC(C)C)cc1 | 2

Continued:
| smiles | RBX1-CUL1 inh |
| --- | --- |
| CCOC(=O)c1cc(-c2ccc(OC)cc2)n(CCC(=O)NCCc2ccccc2)c1C | 2 |
| COc1cccc2c1OCC(CN1CCc3[nH]nc(C4CCC4)c3C1)=C2 | 14 |
| O=C(NCc1ccc(F)cc1)C(=O)NCC(c1ccc2c(c1)OCO2)N1CCOCC1 (configuration not stated) | -2 |
| COc1cc(CC2=NC(=O)N(Cc3ccc(C)cc3)C2=O)ccc1OCc1cccc(C(=O)O)c1 | 17 |
| CCc1c(C)sc2nc(C)n(-c3ccc(OC)cc3)c(=O)c12 | 14 |
| CCOc1ccccc1NC(=O)Cn1c(=O)n(CCCC(=O)NCCc2ccc(C)cc2)c(=O)c2ccccc21 | 3 |
| Cc1nc(-n2nc(C)c(Cc3ccccc3Cl)c2C)sc1C(=O)Nc1ccccc1F | 3 |
| N#CC1=CC2C(=O)C(Br)CCC2=NC1=O (configuration not stated) | 8 |
| CCOc1ccccc1NC(=O)CC(C)C | -5 |
| CCOC(=O)c1ccc(NC(=O)Nc2cc3c(cc2N2CCCCC2)n(CC)c(=O)n3CC)cc1 | 5 |
| N#Cc1cnc(NCc2ccccc2)c(C#N)c1Nc1ccccc1 | 7 |
| CCCCOC(=O)c1ccc(NC(=O)Cc2coc3ccc(C(C)C)cc23)cc1 | 0 |
| COc1cc(S(=O)(=O)NCCN2CCOCC2)ccc1Br | -5 |
| O=C(CCc1ccccc1)NC1CC(=O)N(c2cccc(F)c2)C1 (configuration not stated) | 5 |
| Cc1cccc(N2C(=O)C(=Nc3ccccc3)C(Cl)C2=O)c1 (configuration not stated) | 6 |
| COc1cc(OC)c(NC(=O)Cn2c(SCc3ccccc3F)nc3cccnc32)cc1Cl | 3 |
| C=CCn1c(SCC(=O)N2CCCc3ccccc32)nc2sc(C)cc2c1=O | -11 |
| Cc1ccc(-c2[nH]nc3c2C(c2ccccc2OCc2ccc(Cl)cc2)C(C#N)C(=N)O3)cc1C (configuration not stated) | 8 |
| CCOc1c(I)cc(Br)cc1C(OC(C)=O)OC(C)=O | 5 |
| Clc1ccccc1-c1csnn1 | 1 |

Next section; the last 7 above are carried over.
| smiles | RBX1-CUL1 inh |
| --- | --- |
| O=C(CCc1ccccc1)NC1CC(=O)N(c2cccc(F)c2)C1 (configuration not stated) | 5 |
| Cc1cccc(N2C(=O)C(=Nc3ccccc3)C(Cl)C2=O)c1 (configuration not stated) | 6 |
| COc1cc(OC)c(NC(=O)Cn2c(SCc3ccccc3F)nc3cccnc32)cc1Cl | 3 |
| C=CCn1c(SCC(=O)N2CCCc3ccccc32)nc2sc(C)cc2c1=O | -11 |
| Cc1ccc(-c2[nH]nc3c2C(c2ccccc2OCc2ccc(Cl)cc2)C(C#N)C(=N)O3)cc1C (configuration not stated) | 8 |
| CCOc1c(I)cc(Br)cc1C(OC(C)=O)OC(C)=O | 5 |
| Clc1ccccc1-c1csnn1 | 1 |
| S=c1[nH]nc(Cn2nnc3ccccc32)n1-c1ccc(Cl)cc1 | 4 |
| CCOc1cccc2sc(NC(=O)c3ccc(S(=O)(=O)N4CCc5ccccc54)cc3)nc12 | -8 |
| CCOC(=O)c1cc(-c2ccccc2)n(NC(=O)COc2ccccc2C)c1C | -2 |
| CCc1nc(CNC(=O)Nc2nnc(-c3cccs3)s2)no1 | 10 |
| COCCCN1CN(Cc2ccco2)CNC1=S | -2 |
| CCOC(=O)c1ccc(NC(=O)C2CCN(S(=O)(=O)c3ccc(C)cc3)CC2)cc1 | 7 |
| O=C(c1ccc(NC2CCC(O)CC2)nc1)N1CCC(CCn2cccn2)CC1 (configuration not stated) | -7 |
| Cc1sc2nc(SCC(=O)c3cc(C)n(-c4cccc(C(F)(F)F)c4)c3C)n(-c3ccccc3)c(=O)c2c1-c1ccccc1 | -4 |
| COc1cc(NC(=S)N2CCCC(CO)C2)c(OC)cc1Cl (configuration not stated) | -3 |
| COc1ccc(NC(=O)CN2C(=O)C(c3ccc(C(C)(C)C)cc3)=NC2(C)C)cc1Cl | -5 |
| COc1cc(NC(=O)c2ccc3c(c2)c(C)c(C)n3C)cc(OC)c1 | 0 |
| CCS(=O)(=O)N1CCC(C(=O)Nc2c(Cl)cccc2Cl)CC1 | -8 |
| COc1ccc(N=C2C(=Nc3ccc(OC)cc3)N(c3ccccc3)C(=S)N2C(=O)c2ccc(Cl)cc2)cc1 | -9 |
| COc1ccc(OC)c(C2C(C#N)=C3N=C(N)c4c(sc5c4CCCCC5)N3C3=C2C(=O)CC(C)(C)C3)c1 (configuration not stated) | -1 |
| COc1ccc(C(=O)NCCn2cc(SC(C)c3ccccc3)c3ccccc32)cc1OC (configuration not stated) | -8 |
| N#CC1(C#N)C(C(=O)c2ccc(Br)cc2)C12CCCCC2 (configuration not stated) | -1 |
| COc1ccc(C=Nc2ccc(Cl)c([N+](=O)[O-])c2)cc1OC | -6 |
| COc1ccc(CN2CCN(c3ncnc4sc5c(c34)CC(C)CC5)CC2)cc1F (configuration not stated) | -5 |
| Brc1ccc(CSc2ccsc2)cc1 | -2 |
| Fc1ccccc1-c1noc2c1CN(Cc1cccs1)CC2 | 5 |
| CCCCCCNCc1c(F)cccc1Cl | -4 |
| CSc1nc(N)c2c3c(sc2n1)CCCCC3 | -1 |
| COc1ccc(-n2cc3c(-c4cccc(Br)c4)nnc(C)c3n2)cc1 | 13 |

Only part of the results is shown. The share of hits here may be higher or lower than overall.
